Bioassay records as filed in PubChem BioAssay.
Lipid storage S3 = qHTS Assay for Lipid Storage Modulators in Drosophila S3 Cells; Drosophila S3 cells, BODIPY lipid droplet fluorescence, 18-24 h; cells fed with added oleic acid; lipid storage change, negative = inhibition, % at the top dose, mostly 46.1 µM; hits show Potency in µM; 0.64% of 320,000 active; AID 2685; active means well fitted inhibition curve with a large enough effect in the signal ratio, with a control signal flat, not every such curve was filed as active; inconclusive means small, poorly fitted or top-dose-only effect, or effect the other way, or a change in a side signal; the % refers to the signal ratio
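Drosophila S3 cells loaded with oleic acid (400 uM, as added) and compounds at several concentrations; lipid droplets imaged by 488-nm laser-scanning cytometry, 500–530 nm intensity and object ratio to cell channel. Percent activity normalized to 20 uM Triacsin C.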
Lipid storage S3 cell count max = also measured in Lipid storage S3; calls as there; cell number change, %; measured here: cell count max response;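 cells counted by Cell Tracker Red CMTPX staining in the red channel; peak over a dose series mostly up to 46.1 µM; percent activity relative to internal control wells on each plate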
* = called active by the depositor; i = inactive; u = inconclusive; x = no result given; [ ] = remark or other dose. On the % scale 0 is the no-effect control and ±100 the full control effect; potency means the concentration at half of the fitted maximal effect.

SMILES	Lipid storage S3 cell count max	Lipid storage S3
Nc1n[nH]c2cc(=O)n(-c3cccc(C(F)(F)F)c3)nc12	x	i
COc1ccc(Cl)cc1NC(=S)N1CCC(c2ccc(C)cc2)C1 (stereo not given)	3	0%
CCc1cccc(CC)c1NC(=S)NCC(c1cccnc1)N(C)C (stereo not given)	12	0%
CN1C(=O)NC(c2cccc(O)c2)C(C(=O)c2cccs2)C1(O)C(F)(F)F (stereo not given)	-11	9%
CN(C)CCCC(C)(O)C(C)(C)c1ccccc1 (stereo not given)	x	u
COc1ccc(OCC(=O)NCCc2c[nH]c3ccccc23)cc1	0	-7%
COc1ccc(Cn2c(-c3ccc(C)cc3)nc3c(c(=O)c4ccccc4n3C)c2=O)cc1	x	u
O=C(CN1C(=O)c2ccccc2S1(=O)=O)NCc1ccco1	x	u
CCOc1ccc2oc(C(=O)NCC(C)(C)CN(C)C)c(C)c2c1	x	u
CSc1ccccc1NC(=S)NC1CCCCC1	x	u
CN(CCc1cnn(C)c1)Cc1cn(C)nc1-c1ccccc1F	1	-6%
COc1c(C)cc(C(=O)C2CCCN(C(=O)c3ccc4[nH]ccc4c3)C2)cc1C (stereo not given)	x	u
CCc1cccc2c(C(=O)COC(=O)C3=NNC(=O)CC3)c[nH]c12	x	u
O=[N+]([O-])c1ccc(N2CCc3ccccc3C2)nc1	x	u
Cc1ccc(C(O)CN2C3=NCCN3c3ccccc32)cc1 (stereo not given)	x	u
CCOC(=O)C1=C(C)NC2=C(C(=O)CCC2)C1c1coc2ccccc2c1=O (stereo not given)	x	i
Cc1ccc(COc2ccc(S(=O)(=O)N3CCCC3)cc2C(N)=O)cc1	x	u
O=C(CCCSc1nc2ccccc2[nH]1)N1CCN(c2ccccc2)CC1	x	-5%
COc1cccc(C(c2c(C)[nH]n(-c3ccccc3)c2=O)c2c(C)[nH]n(-c3ccccc3)c2=O)c1OC	x	u
Cn1c(C(=O)OC(C(=O)NC2CCCCC2)c2ccncc2)cc2sccc21 (stereo not given)	x	u
O=[N+]([O-])c1ccc(NC(=S)NCCc2ccc(F)cc2)cc1	x	u
O=C(c1ccco1)N1CCN(Cc2c(F)cccc2Cl)CC1	-16	0%
Cc1ccc(SCc2nnc(NC(=O)c3ccccc3)s2)cc1	x	u
CC/C(=N\NS(=O)(=O)c1ccc(C)cc1)c1ccco1	23	7%
Cc1ccc(C(=O)NNC(=S)NC(=O)c2ccco2)cc1	x	u
C/C(CC(=O)Nc1cc(Cl)ccc1C)=N\NC(N)=O	0	7%
N#Cc1ccsc1NC(=O)C1=COCCO1	x	u
O=C(CSc1cccc[n+]1[O-])CSc1cccc[n+]1[O-]	x	u
Cc1ccc(C(=O)NCC(=O)N2CCCCCC2)cc1	11	i
Cc1ccnc2c(N3C(=O)C4C5C=CC(C5)C4C3=O)cccc12 (stereo not given)	x	u
Cc1ccc(C(=O)Nc2cccc(C(=O)N3CCOCC3)c2)cc1Cl	x	u
Cc1ccc(OCCOc2ccc(S(=O)(=O)N3CCCC3)cc2C(N)=O)cc1	x	u
COc1ccc(/C(C)=N\n2cnnc2)cc1	-2	-12%
COc1ccc(C(=O)NC(C)Cc2cnccn2)cc1OC1CCN(C(C)C)CC1 (stereo not given)	26	14%
COc1ccc(-c2nc3ccccc3s2)cc1	-6	-22%
O=C(COc1cccnc1[N+](=O)[O-])NCc1ccco1	x	i
COc1c(C)cc(C(=O)C2CCCN(Cc3cccc4nccnc34)C2)cc1C (stereo not given)	11	12%
O=C(c1cc2cc([N+](=O)[O-])ccc2s1)N1CCOCC1	21	13%
COCc1nnc(NC(=O)C2CC(=O)N(c3ccc(C)c(Cl)c3)C2)s1 (stereo not given)	-16	12%
Cc1cc(C)c(S(=O)(=O)Nc2ccncc2)cc1C	x	u
Cc1cc(OCC(=O)NC(C)C)cc(C)c1Cl	2	11%
COc1ccc(N2CC(C(=O)Nc3nnc(SCCC4OCCO4)s3)CC2=O)cc1 (stereo not given)	x	u
Cc1ccccc1CNC(=O)c1ccccc1N(C)S(=O)(=O)c1ccccc1	-13	-9%
Cn1cccc1-c1nc2ccc(NC(=O)c3ccc([N+](=O)[O-])cc3)cc2[nH]1	x	u
O=C(NCc1ccco1)C(=O)NCC(c1ccco1)N1CCOCC1 (stereo not given)	23	1%
CCC(=NC)C1=C(O)CC(c2ccccc2)CC1=O (stereo not given)	x	u
Cc1cc(Br)ccc1SCC(=O)OCC(=O)NC1CCCC1	x	u
CCC(=O)Nc1ccc(S(=O)(=O)c2ccc(NC(=O)CC)cc2)cc1	0.1*	10µM*
COc1cc2ccccc2cc1C(=O)Nc1nnc(-c2ccncc2)o1	x	u
CCOC(=O)c1ccc(N2CSC3=C(C#N)C(c4ccc(OC)cc4OC)CC(=O)N3C2)cc1 (stereo not given)	x	u
CS(=O)(=O)N(CC(=O)Nc1cccnc1)c1ccc2c(c1)OCCO2	x	u
COc1ccccc1NC(=O)/C=C1\NC(=O)CS1	x	u
CC(C)(C)c1ccc(C(=O)NCC(=O)OCC(=O)NC(=O)NC2CCCC2)cc1	x	u
CN(C)CCn1nnc2c(=O)oc3ccccc3c21	14	-17%
COc1ccc(-c2nnco2)cc1OC	-6	26%
Cc1[nH]c2ccccc2c1/C=N/NC(=O)c1cc(-c2cccs2)[nH]n1	0	1%
CC(=O)N=c1sc2c3ccccc3ccc2n1C	x	u
O=C1CCCN2N=C(SCC(=O)Nc3cccc(F)c3)SC2=N1	x	u
Cc1cc(C)cc(NC(=S)NCCCN2CCOCC2)c1	x	u
CCOC(=O)N/N=C/c1cn(Cc2ccc(Cl)cc2)c2ccccc12	x	u

Single records, as listed above:
Cc1cc(C)c(S(=O)(=O)Nc2ccncc2)cc1C is entered as Lipid storage S3 cell count max = x; Lipid storage S3 = u
COc1ccc(C(=O)NC(C)Cc2cnccn2)cc1OC1CCN(C(C)C)CC1 (stereo not given) is entered as Lipid storage S3 cell count max = 26; Lipid storage S3 = 14%
CS(=O)(=O)N(CC(=O)Nc1cccnc1)c1ccc2c(c1)OCCO2 is entered as Lipid storage S3 cell count max = x; Lipid storage S3 = u

Remaining list, next part.
SMILES	Lipid storage S3 cell count max	Lipid storage S3
CCN(CC(=O)Nc1ccc2c(c1)OCCO2)CC(=O)Nc1cc(C)on1	x	u
O=C(CCC1CCCC1)N1CCN(C(=O)c2ccco2)CC1	x	u
CN1CCN(CC(=O)N2CCn3c4c(c5cc(C6CCCCC6)ccc53)CCCC42)CC1 (stereo not given)	x	u
CCOc1ccccc1N1CCN(C(=O)CCCN2C(=O)c3cccc4cccc(c34)C2=O)CC1	x	u
COc1ccc(CNC(=O)/C=C/c2ccc(S(=O)(=O)N3CCOCC3)cc2)cc1	-11	-13%
Clc1ccc(OCCCCCN2CCCC2)c(Br)c1	-10	-13%
COc1cccc(NC(=O)NC(=O)c2c(C)cc(Cl)nc2Cl)c1	-7	i
Cc1nc2ccccc2nc1OCc1ccc([N+](=O)[O-])cc1	2	-8%[9.22 µM]
O=C(COC(=O)c1cc(Cl)cc(Cl)c1)NCCN1C(=O)CSC1=O	x	u
Cc1cc(C(=O)NCc2nc(-c3ccccc3)no2)ccc1[N+](=O)[O-]	x	u
C=CCC1(O)C(=O)N2C(=C1C(=O)N1CCOCC1)c1ccccc1CC2(C)C (stereo not given)	x	u
CC(C)=CCN1CCN(Cc2c(C)nn(C)c2Cl)CC1CCO (stereo not given)	-7	-8%
Cc1ccc(SC2=C(C(=O)O)CCCC2)cc1	x	u
CCOc1ccc2[nH]c(=O)c(CN(Cc3ccccc3)C(=O)N3CCCC3)cc2c1	x	u
C=CCn1c(CCNC(=O)c2ccccc2F)nnc1SCC(=O)Nc1nc2ccccc2s1	x	u
CN(C)c1cc[n+](CC(=O)Nc2ccc([N+](=O)[O-])cc2Cl)cc1	3	18%
O=C(N/N=C/c1ccncc1)c1cccc(N/N=C/c2ccncc2)c1	x	u
COc1ccccc1NC(=O)C1=C(C)Nc2ncnn2C1c1ccc(C)o1 (stereo not given)	x	u
O=C1c2oc3ccccc3c(=O)c2C(c2cccc(Br)c2)N1Cc1ccco1 (stereo not given)	-21	-3%
CCc1cccc(NC(=O)CCCSc2nc3ccccc3[nH]2)c1	-23	-24%
CN(CC(=O)Nc1cccc(F)c1)C(=O)CC1CCCCC1	x	u
COc1ccccc1NC(=O)C(=O)N1N=C(C(C)C)CC1(O)C(F)(F)F (stereo not given)	3	-2%
O=C(Nc1cccs1)Nc1ccccc1Br	16	10%
COc1ccc(C(=O)Nc2ccc(C(=O)O)cc2NC(=O)c2ccc(OC)cc2)cc1	x	u
CCn1nnnc1SCC(=O)NNC(=O)C1CCCCC1	x	u
N=c1c2c(-c3ccccc3)c(-c3ccccc3)n(Cc3ccco3)c2ncn1Cc1ccco1	x	u
Fc1ccc(-c2nc3c(-c4ccccc4)cnn3cc2CCN2CCOCC2)cc1	5	-3%
CN(CC(=O)Nc1ccc(F)cc1)CC(=O)N(C)C1(C#N)CCCCC1	x	u
CC(C)(C)C(=O)C(Cl)C(=O)Nc1ccccc1 (stereo not given)	x	u
CC(C)(C)c1cc[n+](-c2[nH]c(=O)sc2/C=N/N=C(\[O-])c2ccccc2)cc1	x	u

3 compounds already listed, sorted by number of heavy atoms, smallest number first:
SMILES	Lipid storage S3 cell count max	Lipid storage S3
Clc1ccc(OCCCCCN2CCCC2)c(Br)c1	-10	-13%
CC(C)=CCN1CCN(Cc2c(C)nn(C)c2Cl)CC1CCO (stereo not given)	-7	-8%
COc1ccc(CNC(=O)/C=C/c2ccc(S(=O)(=O)N3CCOCC3)cc2)cc1	-11	-13%

(more compounds)
SMILES	Lipid storage S3 cell count max	Lipid storage S3
COc1ccc(-n2c(COc3ccc4ccccc4c3)nnc2SCC(=O)NCc2ccco2)cc1	x	u
Cc1nc2sc(-c3ccccc3)cc2c(=O)n1N	x	5%
Cc1c(CC(=O)N2CCN(C(=O)C3COc4ccccc4O3)CC2)c(=O)oc2cc(O)c(Cl)cc12 (stereo not given)	x	u
COc1cc(/C=C2/SC(=S)N(CC(=O)Nc3cccnc3)C2=O)cc(OC)c1OC	-3	-7%
O=C(Cc1csc(-c2ccccc2)n1)Nc1ccc(C(F)(F)F)cc1	x	u
COC(=O)c1ccc(NC(=O)CSc2nncn2-c2ccccn2)cc1	x	u
O=C(Nc1nncs1)C1COc2ccccc2O1 (stereo not given)	-7	6%
COc1ccccc1CNC(=O)CCC(=O)N1CC(C)Sc2ccccc21 (stereo not given)	-3	7%
O=C(O)C1CC(=O)N(Cc2ccccc2)C1 (stereo not given)	x	u
Cc1ccccc1NC(=O)Cc1nnc(SCC(=O)NC2CCCC2)n1C	x	u
O=c1oc(-c2ccccc2)nc2ccsc12	-20	-13%
O=C(Nc1ccccc1)OCCCCCOC(=O)Nc1ccccc1	2	-12%
CCSc1nnc(Cc2cc(=O)[nH]c(=O)[nH]2)n1-c1ccc(F)cc1	-1	-8%
O=C(O)c1cccc(N2C(=O)c3cccc(Oc4ccc(Cl)cc4)c3C2=O)c1	14	8%
O=C(OCCN1CCOCC1)c1cccnc1	14	u
CN(C(=O)c1ccncc1)C1CCS(=O)(=O)C1 (stereo not given)	x	u
COc1ccc(C(=O)Oc2ccc3ccc(=O)oc3c2)cc1	0	-8%
Cc1ccc(N(CC(O)Cn2c3ccccc3c3ccccc32)S(C)(=O)=O)cc1 (stereo not given)	x	u
CCCc1cc(C(=O)NCc2cccnc2)no1	x	u
CCN(c1ccccc1)S(=O)(=O)c1ccc(C(=O)N2CC(C)CC(C)C2)cc1 (stereo not given)	x	u
Cc1cccc(CN2CCC(n3nccc3NC(=O)CCCc3ccccc3)CC2)n1	2	3%
CCOC(=O)c1cc(-c2cc3ccccc3o2)n[nH]1	x	u
CC1(c2ccccc2)NC(=O)N(CC(=O)Nc2nnc(C3CC3)s2)C1=O (stereo not given)	-3	-15%
CC1CN(C(=S)Nc2cccc([N+](=O)[O-])c2)CC(C)O1 (stereo not given)	-1	i
Cc1cc(C)c2nc(C)cc(Nc3ccc(C(=O)N4CCOCC4)cc3)c2c1	x	u
CCC(C)NC(=O)c1cnn2c(C)c3c(nc12)CCCC3 (stereo not given)	2	-20%

Some of the entries above, set out differently.
Fields: Lipid storage S3 cell count max, Lipid storage S3
- O=C(Nc1nncs1)C1COc2ccccc2O1 (stereo not given)
  -7, 6%
- COc1cc(/C=C2/SC(=S)N(CC(=O)Nc3cccnc3)C2=O)cc(OC)c1OC
  -3, -7%
- CCC(C)NC(=O)c1cnn2c(C)c3c(nc12)CCCC3 (stereo not given)
  2, -20%

An excerpt (hit frequency here may not be typical).
